PKA-R1A act: activates the PKA-R1A holoenzyme complex; P00514+P68181; PKA-R1A dissociation, Cy5-IP20 fluorescence polarization; scaled: DMSO 0%, 113 µM cGMP 100%; activation, % at 11.4 µM; actives 0.083% (n = 340,000); AID 504707;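 active = percent activation above the mean of all tested compounds plus 3 SD, cut at about 19% in these data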;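 also: higher means more PKAc released from R1A so a rise in polarization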
Tat export inh: inhibitors of E. coli Tat protein transport; E. coli MC4100 TorA-mCherry Tat export, fluorescence; inhibition, % at 10 µM; actives 0.036% (n = 340,000); AID 488895;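 active = mean replicate inhibition at least 50% and at least half of replicates individually reaching 50%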;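 also: exported cargo escapes ClpAP degradation while cytoplasmic cargo is degraded and loses fluorescence; 0% = median of neutral control wells and 100% = median of NaSCN control wells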
HTR5A ag ctr: HTR5A agonism, opioid heterodimer counter-screen; P47898; HTR5A agonist assay, luminescence, cell-based; activation, % at 9.3 µM; actives 0.61% (n = 340,000); AID 504692; in the data active = activation mostly above about 9.5%, no sharp cut-off; inactive = mostly below about 7.6%;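 also: 0% = cells with vehicle only and 100% = reference agonist; strong numbers were not always called active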
Target sequence (P47898 whole entry, looked up): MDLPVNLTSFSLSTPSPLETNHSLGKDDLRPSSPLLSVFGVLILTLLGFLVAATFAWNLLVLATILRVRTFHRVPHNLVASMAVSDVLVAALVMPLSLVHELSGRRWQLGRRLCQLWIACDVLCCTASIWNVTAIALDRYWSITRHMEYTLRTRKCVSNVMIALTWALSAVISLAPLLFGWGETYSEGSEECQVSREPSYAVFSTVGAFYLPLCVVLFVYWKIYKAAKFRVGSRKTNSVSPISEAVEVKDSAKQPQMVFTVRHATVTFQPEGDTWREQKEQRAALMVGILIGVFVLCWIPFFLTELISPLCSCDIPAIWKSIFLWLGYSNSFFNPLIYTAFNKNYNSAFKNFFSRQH
CDK5 p35 inh: blocks human CDK5/p35 kinase activity. Q00535+Q15078. Recombinant CDK5/p35, ADP-Glo luminescence, 60 min. inhibition, % at 10 µM. actives 0.01% (n = 330,000);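 active = highest replicate inhibition of at least 50% and at least 75% of replicates reaching 50%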;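 also: plate controls were DMSO neutral control for no effect and GW8510 at 10 µM for full effect; many of its hits are not listed in these tables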
AddAB inh: less growth of phage-infected E. coli with AddAB | E. coli expressing H. pylori AddAB, absorbance growth | inhibition, % at 11.9 µM | actives 0.29% (n = 330,000); in the data active = inhibition above about 12%;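 also: 0% = vehicle wells of infected cells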
PKA-R2B act: PKA-R2B complex activation | P22694+P31323 | PKA-R2B holoenzyme dissociation, Cy5-IP20 fluorescence polarization; R2B truncated from residue 108, S112A mutant; 0% DMSO only, 100% 113 µM cGMP | activation, % at 11.4 µM | actives 0.079% (n = 340,000) | AID 504700;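 active = activation above a cutoff set at the mean over all compounds plus 3 SD, cut at about 18% in these data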;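 also: higher means more holoenzyme dissociation and a rise in polarization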
Target sequence (P31323 whole entry, looked up, other chains not shown, the tested form may be a part): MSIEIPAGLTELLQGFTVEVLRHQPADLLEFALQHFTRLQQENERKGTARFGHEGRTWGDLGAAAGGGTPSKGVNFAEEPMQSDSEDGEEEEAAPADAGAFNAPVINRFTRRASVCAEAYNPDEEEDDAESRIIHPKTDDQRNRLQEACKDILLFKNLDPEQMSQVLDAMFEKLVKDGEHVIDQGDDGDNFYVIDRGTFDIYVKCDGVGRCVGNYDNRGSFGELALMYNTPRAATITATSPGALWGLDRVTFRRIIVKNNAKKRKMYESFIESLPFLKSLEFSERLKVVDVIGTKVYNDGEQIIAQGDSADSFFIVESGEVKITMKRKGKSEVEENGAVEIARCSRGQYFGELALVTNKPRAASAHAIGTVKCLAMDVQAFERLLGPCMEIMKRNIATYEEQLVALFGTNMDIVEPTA
phage Ecoli inh: E. coli growth loss with phage present; actives 0.26% (n = 360,000); inhibition, % at 11.9 µM; growth absorbance; in the data active = inhibition above about 11%
DAGLB inh: diacylglycerol lipase beta (human) inhibition. Q8NCG7. HEK293T DAGLB membrane lysate, EnzChek fluorogenic substrate. inhibition, % at 5.17 µM. actives 0.059% (n = 340,000). AID 504411; in the data active = inhibition above about 34%;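 also: 0% = enzyme with vehicle and 100% = wells lacking enzyme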
Mot1-301 SUMO: SUMOylation pathway inhibition by Mot1-301 growth rescue; AID 2716; actives 1% (n = 320,000); S. cerevisiae Mot1-301 growth rescue, ATP luminescence, 38.5C; percent above DMSO median, 100 means doubled; growth rescue, % at 18.8 µM;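 active = every valid replicate shows activation above 250% relative to neutral control wells; inactive = the rest, any valid replicate at or below 250%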;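 also: OY570 slx delta 5 strain wells were the positive control but not used for scaling; some compounds called inactive have numbers as strong as hits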
HTR5A inv ctr: counter-screen for OPRM1-OPRD1 inverse agonists: human HTR5A inverse agonism | HTR5A cell line, luminescence | inhibition, % at 9.3 µM | actives 0.083% (n = 340,000); in the data active = inhibition mostly above about 23%, no sharp cut-off; inactive = mostly below about 18%;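 also: 0% = cells with DMSO and 100% = no-cell wells with DMSO; some compounds called inactive have numbers as strong as hits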
E coli growth: counter-screen for AddAB inhibitors: E. coli growth inhibition; E. coli V3065 growth, OD600 absorbance, 18 h; inhibition, % at 11.9 µM; actives 0.27% (n = 330,000);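 active = inhibition above the campaign's mean inhibition across all tested compounds plus 3 SD, cut at about 9.9% in these data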;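 also: uninfected addAB+ strain grown without phage in ampicillin broth; 0% = DMSO wells and 100% = ciprofloxacin 0.95 µg/ml wells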
* = called active by the depositor; / = no result given. Hits appear at their usual frequency; overall some 2.3% were active at least once.

Molecule,PKA-R1A act,Tat export inh,HTR5A ag ctr,CDK5 p35 inh,AddAB inh,PKA-R2B act,phage Ecoli inh,DAGLB inh,Mot1-301 SUMO,HTR5A inv ctr,E coli growth
COc1ccc(C(=O)Nc2ccc(N3CCCCCC3)cc2)cc1S(=O)(=O)N1CCOCC1,-3,-6,2,0.9,0.3,-9,2.7,7,-9,-6,-1.1
O=C(NCCc1ccccc1)c1ccc(CS(=O)(=O)c2ccc(Cl)cc2)o1,-4,0,4,1.0,-0.7,-8,0.8,-3,-27,-14,0.0
O=C(COc1ccccc1)Nc1ccc([N+](=O)[O-])cc1,-4,0,2,0.3,2.8,6,2.1,-4,-16,-16,-0.1
O=C(NNC(=S)NCc1ccc(Cl)cc1)c1cccnc1,4,-5,-1,2.0,-2.9,-3,2.4,2,2,8,0.2
Cc1ccc(-c2csc(NS(=O)(=O)c3cccc(F)c3)n2)o1,9,4,2,-2.4,1.6,-3,0.7,12,4,-6,1.2
C=C1CCC[C@]2(C)C[C@H]3OC(=O)C(CN(C)CC(OC)OC)[C@H]3CC12 (stereo partly specified),8,0,0,-0.4,4.5,-1,1.4,0,-9,-1,-4.2
CNc1ccccc(-c2ccc3cc4c(cc3n2)OCO4)c1=O,-8,2,-5,-0.2,-0.2,-7,4.0,-2,-4,-2,2.8
CC(C)(C)n1nc2c(c1NC(=O)c1cc([N+](=O)[O-])ccc1Cl)CS(=O)(=O)C2,-2,18,3,-2.3,0.9,-2,2.2,3,18,24,-2.5
COc1ccc(CN([C@H](C)CO)S(=O)(=O)N(Cc2ccccc2)[C@H](CO)C(C)C)cc1,-18,4,5,-0.4,-1.6,-26,3.4,-3,44,-12,-2.5
CC1N(C)c2cc(NC(=O)c3cccs3)c(P(=O)(Nc3ccc([N+](=O)[O-])cc3)N3CCOCC3)cc2C1(C)C (stereo unspecified),-6,6,-5,-0.8,1.4,6,3.0,3,15,15,-0.8
CC(C)CC(=O)Nc1ccc(S(=O)(=O)N2CCCC2)cc1,1,0,2,1.0,3.5,-10,1.8,-4,4,-6,1.2
CCN(c1ccccc1)S(=O)(=O)c1ccc(OC)c(NC(=O)Cn2cnc3c2c(=O)n(C)c(=O)n3C)c1,-7,5,/,1.7,-1.3,-6,3.6,-3,19,/,1.3
CCNc1nc(NCC)n2c(SCC(=O)O)nnc2n1,-6,-8,0,0.2,-0.7,14,3.9,-1,4,-3,-2.0
CCCOc1ccccc1Cn1c(=O)oc2ccc(C)cc21,1,4,0,-1.5,3.9,7,1.7,-10,3,9,-1.0
COc1ccccc1-c1oc2ccccc2c1C#CC1(O)CCCCC1,-4,11,5,-0.1,0.6,-4,2.5,-8,2,-12,-0.8
Cc1ccc(-c2cc(C(F)F)n3ncc(C(=O)NN4CCCCC4)c3n2)cc1,5,0,-3,-0.3,1.0,13,2.4,-2,9,-13,-1.5
COc1ccccc1NS(=O)(=O)c1ccc(/C=C/C(=O)N2CCN(C(C)=O)CC2)cc1,-14,2,1,-2.4,0.7,8,-0.9,-2,-11,9,1.1
CC(C)(C)C1=C(C#N)C(c2cc3c(cc2Br)OCO3)C(C#N)=C(N)O1 (stereo unspecified),-5,0,-1,0.9,-1.6,-7,1.6,4,83,0,-1.9
CCOC(=O)N(C)c1ccc(C(O)(C(F)(F)F)C(F)(F)F)cc1,4,-2,3,-0.2,6.4,-9,1.7,-2,-7,-6,1.7
CS(=O)(=O)NCCSc1cc(C(F)(F)F)nc2ccccc12,-14,17,12*,2.0,0.7,-7,0.5,-4,-3,2,1.5
Cc1ccc2c(c1)c1c3n2CCN(C(=O)C2CC2)C3CCC1 (stereo unspecified),2,-20,4,1.8,0.2,-2,2.4,-5,-3,-11,-0.5
COc1cccc(C(=O)Nn2c(-c3cccs3)nc3ccccc3c2=O)c1OC,-6,3,3,0.0,-0.4,-12,5.1,-1,-2,-9,-1.6
CC[N+](CC)(CC)CCC(O)(c1ccccc1)C1CCCCC1 (stereo unspecified),-3,3,3,-7.5,-3.3,8,3.6,2,-9,-56,2.5
COc1ccc(CN(Cc2ccco2)S(=O)(=O)c2ccc(S(=O)(=O)N3CCCC3)cc2)cc1,-4,0,-8,0.4,-1.4,1,4.8,-1,4,-5,-1.2
COc1ccc(N2CCN(CC(O)COCCOc3ccc(Br)cc3)CC2)cc1 (stereo unspecified),8,-6,5,-1.8,3.4,3,2.2,2,81,-4,-2.4
CCc1noc(C)c1C(=O)OCC(=O)N(CC)c1c(N)n(Cc2ccccc2)c(=O)[nH]c1=O,-4,9,-1,-8.3,1.3,11,3.1,3,-15,4,1.8
Cc1ccc(C(=O)Cc2ccccc2)cc1,5,-2,8,0.1,/,-11,1.9,-3,/,-30,/
Cc1c(N)cccc1-n1cccc1,-6,-2,-1,0.1,0.8,6,2.9,2,/,2,0.6
O=S(=O)(/N=C(/Nc1ccccc1)c1ccccc1O)c1ccccc1,7,14,5,1.1,2.2,0,1.8,3,5,-37,2.5
CC(NC(=O)CNC(=O)OCc1ccccc1)C(=O)N1CC(O)CC1C(=O)OCc1ccccc1 (stereo unspecified),-6,-1,0,0.1,4.1,-5,-0.2,2,-18,4,0.8

Overlap with the part before: 2 entries, then new ones.
Molecule,PKA-R1A act,Tat export inh,HTR5A ag ctr,CDK5 p35 inh,AddAB inh,PKA-R2B act,phage Ecoli inh,DAGLB inh,Mot1-301 SUMO,HTR5A inv ctr,E coli growth
O=S(=O)(/N=C(/Nc1ccccc1)c1ccccc1O)c1ccccc1,7,14,5,1.1,2.2,0,1.8,3,5,-37,2.5
CC(NC(=O)CNC(=O)OCc1ccccc1)C(=O)N1CC(O)CC1C(=O)OCc1ccccc1 (stereo unspecified),-6,-1,0,0.1,4.1,-5,-0.2,2,-18,4,0.8
CCN(C[C@H]1N[C@@](CC)(C(=O)OC)[C@H]2C(=O)N(C)C(=O)[C@@H]12)C(=O)Nc1ccc(Cl)cc1,-7,-10,3,-2.8,3.0,-5,3.6,1,/,-10,-0.7
O=C(NCC1CC1)C1(S(=O)(=O)c2ccccc2)CC=CC1,-10,0,5,-0.4,4.4,1,3.7,0,-20,-14,-0.1
COc1cccc(CN2CCC(C(=O)Nc3ccc(Oc4cccnc4)cc3)CC2)c1,-7,-3,0,1.1,/,-12,2.2,0,/,26,/
CCOc1ccc(S(=O)(=O)n2c([N+](=O)[O-])cnc2C)c(C)c1C,3,-8,7,-1.6,3.8,-7,0.7,-1,9,-24,-0.7
Cc1ccc(NC(=O)c2ccc3c(=O)n4c(nc3c2)CCC4)cc1F,-4,-8,1,-0.4,0.8,-9,1.6,-1,-7,-3,-0.9
CC1=C[C@@H](C)[C@@H](c2ccccc2)OC1=O,-6,5,11,1.3,1.1,2,0.5,0,7,-29,-2.9
COC(=O)CCNC(=O)c1ccc2[nH]c(C)c(C)c2c1,-9,-3,2,-2.3,-1.1,0,0.5,0,-9,-6,-0.5
Cc1cc(OCCN2CCCC2)ccc1[N+](=O)[O-],-11,3,1,-0.8,2.5,-2,3.3,2,-6,0,0.9
COc1cccc(NC(=S)NC(=O)c2c(Cl)c(C)nn2C)c1,-3,-5,3,2.8,2.7,0,1.0,-25,4,-8,-0.3
CCOC(=O)C1CCN(C(=O)CC(C)S(=O)(=O)c2ccc3c(c2)NC(=O)CO3)CC1 (stereo unspecified),-4,-7,0,-0.2,5.6,-13,0.6,2,3,-11,-0.2

Structural class: the compounds so far with an aryl methoxy group.
Molecule,PKA-R1A act,Tat export inh,HTR5A ag ctr,CDK5 p35 inh,AddAB inh,PKA-R2B act,phage Ecoli inh,DAGLB inh,Mot1-301 SUMO,HTR5A inv ctr,E coli growth
COc1ccc(C(=O)Nc2ccc(N3CCCCCC3)cc2)cc1S(=O)(=O)N1CCOCC1,-3,-6,2,0.9,0.3,-9,2.7,7,-9,-6,-1.1
COc1ccc(CN([C@H](C)CO)S(=O)(=O)N(Cc2ccccc2)[C@H](CO)C(C)C)cc1,-18,4,5,-0.4,-1.6,-26,3.4,-3,44,-12,-2.5
CCN(c1ccccc1)S(=O)(=O)c1ccc(OC)c(NC(=O)Cn2cnc3c2c(=O)n(C)c(=O)n3C)c1,-7,5,/,1.7,-1.3,-6,3.6,-3,19,/,1.3
COc1ccccc1-c1oc2ccccc2c1C#CC1(O)CCCCC1,-4,11,5,-0.1,0.6,-4,2.5,-8,2,-12,-0.8
COc1ccccc1NS(=O)(=O)c1ccc(/C=C/C(=O)N2CCN(C(C)=O)CC2)cc1,-14,2,1,-2.4,0.7,8,-0.9,-2,-11,9,1.1
COc1cccc(C(=O)Nn2c(-c3cccs3)nc3ccccc3c2=O)c1OC,-6,3,3,0.0,-0.4,-12,5.1,-1,-2,-9,-1.6
COc1ccc(CN(Cc2ccco2)S(=O)(=O)c2ccc(S(=O)(=O)N3CCCC3)cc2)cc1,-4,0,-8,0.4,-1.4,1,4.8,-1,4,-5,-1.2
COc1ccc(N2CCN(CC(O)COCCOc3ccc(Br)cc3)CC2)cc1 (stereo unspecified),8,-6,5,-1.8,3.4,3,2.2,2,81,-4,-2.4
COc1cccc(CN2CCC(C(=O)Nc3ccc(Oc4cccnc4)cc3)CC2)c1,-7,-3,0,1.1,/,-12,2.2,0,/,26,/
COc1cccc(NC(=S)NC(=O)c2c(Cl)c(C)nn2C)c1,-3,-5,3,2.8,2.7,0,1.0,-25,4,-8,-0.3

High-throughput results (PubChem BioAssay)
